KB-3-1 tox: kills parental KB-3-1 adenocarcinoma cells. AID 1347075. Potency, µM (doses to about 46.1 µM), without a hit: at the top dose activity change, negative = cytotoxic, usual class: cytotoxic. 1.4% of 400,000 active. KB-3-1 viability, CellTiter-Glo ATP luminescence, 72 h; further: on the % scale 0 is the no-effect control and ±100 the full control effect; nearly all actives have a fitted effect of over 60% in size
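KB-3-1 parental drug-naive adenocarcinoma cells in DMEM/10% FBS, incubated 72 h at 37 C with pin-transferred compounds across a concentration series. Viability by CellTiter-Glo luminescence; concentration-response curves fitted after normalization.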
GLP-1R inv ag: GLP-1 receptor (human) inverse agonism; 1.6% of 410,000 active; Potency, µM (series often up to 38.3 µM), for inactives: at the highest dose activity change, negative = inhibition, most hits filed as inhibitors; AID 624417; P43220; HEK293 GLP-1R CRE-luciferase, luminescence, 24 h; GLP-1R form is constitutively active; further: on the % scale 0 is the no-effect control and ±100 the full control effect; nearly all actives have a fitted effect of over 55% in size
Target sequence (P43220 whole entry, looked up): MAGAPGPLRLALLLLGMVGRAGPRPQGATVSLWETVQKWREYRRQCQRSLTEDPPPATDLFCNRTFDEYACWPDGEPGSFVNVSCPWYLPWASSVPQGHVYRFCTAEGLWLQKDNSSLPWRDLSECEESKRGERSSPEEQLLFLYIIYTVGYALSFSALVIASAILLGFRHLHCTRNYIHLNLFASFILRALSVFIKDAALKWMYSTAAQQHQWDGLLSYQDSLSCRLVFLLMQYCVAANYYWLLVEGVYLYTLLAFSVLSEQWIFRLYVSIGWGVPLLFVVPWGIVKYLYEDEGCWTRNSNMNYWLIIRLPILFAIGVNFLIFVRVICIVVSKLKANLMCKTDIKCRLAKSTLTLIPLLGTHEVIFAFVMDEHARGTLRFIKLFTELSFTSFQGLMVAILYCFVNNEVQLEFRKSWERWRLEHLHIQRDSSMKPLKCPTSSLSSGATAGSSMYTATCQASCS
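Constitutively active GLP-1R drives a cAMP-responsive luciferase in stably transfected HEK293 cells; test compounds are added after overnight (12 h) attachment and left 24 hr, and signal loss in luminescence marks inhibition.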
HT1080NT lethal: kills 2HG-producing HT-1080-NT fibrosarcoma cells; 1.6% of 360,000 active; HT-1080-NT fibrosarcoma viability, CellTiter-Glo ATP luminescence, 48 h; Potency, µM (highest dose often 46.1 µM), without a hit: at the highest dose activity, negative = less viability, most hits filed as cytotoxic; AID 686970;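 further: NT is the 2HG producing partner of a matched IDH1 knockdown line; 0% = DMSO-treated cells and -100% = media-only wells without cells; nearly all actives have a fitted effect of over 55% in size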
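Fibrosarcoma NT cells, 750 per well in 5% FBS RPMI, were exposed to compound for 48 hours. Viability: CellTiter-Glo luminescence.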
SW480 rerep: induces DNA re-replication in SW480 colon adenocarcinoma cells. SW480 DNA re-replication, Hoechst DNA content imaging, 48 h. Potency, µM (doses to about 46.1 µM), without a hit: at the highest dose re-replication activation, actives largely listed as activators. 1.8% of 340,000 active; further: % of control where 0% means no effect; nearly all actives have a fitted effect of over 55% in size
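Image-based read-out: total Hoechst fluorescence of nuclei (405 nm excitation, 500-530 nm emission), with hits raising the fraction of high-intensity nuclei. SW480 colon cells incubated 48 hr with compounds at 37 C.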
GLP-1R agonist: GLP-1 receptor (human) agonism | Potency, µM (highest dose often 45.6 µM), inactives show top-dose activation, actives largely listed as activators | 0.007% of 380,000 active | HEK293 GLP-1R CRE-luciferase, luminescence, 4-6 h; cells express a hypersensitive GLP-1R form | AID 624172; further: % of control where 0% means no effect
HEK293 tox: cytotoxic in the GLP-1 receptor inverse agonist counter-screen; HEK293 cAMP-luciferase reporter cells, luminescence, 24 h; Potency, µM (highest dose often 38.3 µM), without a hit: top-dose activity change, negative = inhibition, usual class: inhibitors; 0.13% of 410,000 active;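 further: loss of luciferase light is scored as toxicity; on the % scale 0 is the no-effect control and ±100 the full control effect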
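To flag toxic compounds, the library was rerun on cells for 24 hr at 37 deg C and 5% CO2. Viability-linked luminescence was captured 12 min after adding luciferase detection reagent.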
KB-V1 MDR tox: kills drug-selected multidrug resistant KB-V1 cells. KB-V1 MDR cells viability, CellTiter-Glo, 72 h. 3.4% of 400,000 active. AID 1347076. Potency, µM (doses to about 46.1 µM), for the others: at the top dose activity change, negative = cytotoxicity, most hits filed as cytotoxic; further: on the % scale 0 is the no-effect control and ±100 the full control effect; nearly all actives have a fitted effect of over 60% in size
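Compound-treated KB-V1 multidrug-resistant cells, 72 h, 37 degrees C; viability by CellTiter-Glo. Fitted qHTS curves give the values.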
TDP-43 yeast inh: TDP-43 toxicity inhibition in yeast; Potency, µM (titrated, usually from 46.1 µM), without a hit: top-dose growth rescue (activation), actives largely listed as activators; AID 652104; 1.8% of 410,000 active; TDP-43 expressing yeast growth rescue, BacTiter-Glo, 24 h; further: % of control where 0% means no effect; nearly all actives have a fitted effect of over 50% in size
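Yeast expressing TDP-43 (pregrown in raffinose, seeded at OD600=0.02 in galactose medium) exposed to compounds 24 hr at 30 deg C. Growth read by BacTiter-Glo luminescence; rescue of toxicity appears as increased signal.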
HT1080 IDH1KD tx: toxicity to HT-1080 IDH1 knockdown cells (counter line); 2% of 360,000 active; AID 686971; HT-1080 IDH1 knockdown viability, ATP luminescence, 48 h; Potency, µM (series often up to 46.1 µM), for the others: at the highest dose activity, negative = toxicity, actives largely listed as cytotoxic;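 further: 0% = DMSO wells and -100% = cell-free medium wells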
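Using the IDH1-knockdown HT-1080 line run in the same batch and compound series as the NT line, viability after 48 h at 37 °C was determined by CellTiter-Glo luminescence and expressed as % activity.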
* marks the source's active call; other numbers are inactive results; ? = inconclusive; . = not tested or not shown; & = joins results of further samples; [ ] = dose if it differs, or a comment. The call rests on the fitted dose curve; in most records, active means well fitted curve in the direction sought with a large enough effect; inconclusive means small, poorly fitted or top-dose-only effect, or another doubt; inactive means no such curve, though single readings can be large; an effect the other way counts as inactive or inconclusive. Potency means the concentration at half of the fitted maximal effect. This is a random part of the collection; about 9.4% have a hit in one of these screens.

entry	Compound	KB-3-1 tox	GLP-1R inv ag	HT1080NT lethal	SW480 rerep	GLP-1R agonist
1	COc1ccccc1OCCC(=O)OCC(=O)Nc1ncc(Cl)cc1Cl	6.0%	3.9%	3.7%	-4.3%	-2.3%
2	COc1ccccc1-c1noc(-c2ccc(N3CCN(C)CC3)c([N+](=O)[O-])c2)n1	-27.6%	-19.1%	.	.	.
3	COc1ccc(C2CC(=O)C(C=NCCCN3CCOCC3)=C(O)C2)cc1 (stereo not given)	-0.7%	0.3%	3.5%	0.5%	7.4%
4	CCC(C)N1C(=O)S/C(=C/c2ccc(Sc3nc4ccccc4[nH]3)o2)C1=O (stereo not given)	?	?	?	18.4µM*	-0.3%
5	Cc1cccc(NC(=O)c2ccc(S(=O)(=O)N3CCN(C)CC3)cc2)c1C	2.7%	5.0%	11.0%	0.1%	1.3%
6	Cc1cc(C)n2nc(SCC(=O)N3CCN(c4ccc(F)cc4)CC3)nc2n1	11.9%	-13.9%	3.5%	-54.9%[inhibitor]	2.8%
7	CC(C)c1ccc(CNc2ccc3c(c2)ncn3C)cc1	?	?	-4.1%	0.1%	7.0%
8	O=C(Cn1cnc2cc([N+](=O)[O-])ccc2c1=O)NCCc1ccc(Cl)cc1	0.0%	-5.8%[7.66 µM]	-1.0%	3.9%	-1.6%
9	O=C(O)CSc1cccnc1Sc1ccc(Cl)cc1	-1.0%	5.1%	0.5%	-4.3%	-7.0%
10	N#Cc1c(N)n[nH]c1CCCN	-0.4%	38.8%[activator]	4.1%	-5.3%	8.5%
11	O=C(NCC1CCCO1)c1ccccc1NS(=O)(=O)c1ccc(F)cc1 (stereo not given)	-5.7%	-18.7%	-7.7%	-0.5%	-13.7%
12	O=C(Nc1ccc(Cl)cc1C(F)(F)F)c1ccc(Cl)cc1	-1.9%	-2.3%	-25.5%	0.1%	0.6%

entry	HEK293 tox	KB-V1 MDR tox	TDP-43 yeast inh	HT1080 IDH1KD tx
1	-1.2%	-3.0%	?	-0.8%
2	9.7%	9.5%	0.0%	.
3	-20.8%	4.7%	5.0%	7.5%
4	8.5%	5.17µM*	2.9%	?
5	14.3%	-19.8%	24.2%	14.7%
6	3.0%	-17.6%	3.3%	1.8%
7	?	?	10.6%	-11.5%
8	8.5%[7.66 µM]	?	-23.3%	0.5%
9	3.6%	19.7%	23.7%	-1.5%
10	1.3%	0.7%	-16.8%	-1.7%
11	-9.6%	?	-21.9%	-4.1%
12	-18.5%	3.6%	2.5%	?

Later entries:
entry	Compound	KB-3-1 tox	GLP-1R inv ag	HT1080NT lethal	SW480 rerep	GLP-1R agonist
13	Cc1cc(C)nc(SCNC(=O)c2ccc(Cl)cc2)n1	15.3%	?	2.5%	-0.6%	-7.4%
14	Cc1nc(NC(=O)CSc2nnc(-c3ccc4c(c3)OCO4)o2)c(Cl)cc1Cl	13.6%	19.0%	-3.3%	3.7%	-1.9%
15	COc1cccc(CNS(=O)(=O)c2cc(Br)cc3c2N(C(C)=O)C(C)C3)c1 (stereo not given)	0.3%&3.7%	14.3%&7.8%	6.0%	1.8%	0.2%&-6.0%
16	Cc1ccc(OCC(=O)NC2CCSc3ccccc32)cc1 (stereo not given)	5.1%	?	-7.1%	13.6%	12.6%
17	FC(F)(F)c1ccc(Oc2ccc3c(C(F)(F)F)cc(C(F)(F)F)nc3n2)cc1	5.5%	0.0%	12.1%	2.4%	-20.5%
18	COc1cc2c(cc1OC)C1CCN3C(=O)CCC3N1CC2 (stereo not given)	0.1%	9.3%	3.3%	-1.5%	14.0%
19	CC(C)NC(=O)NC(=O)COc1c(F)c(F)cc(F)c1F	3.3%	3.0%	14.6%	1.4%	-3.0%
20	O=C(O)C1CCC(CN(Cc2cccc(Br)c2)C(=S)Nc2ccccc2F)CC1 (stereo not given)	-7.2%	9.0%	0.0%	-0.7%	13.1%
21	CCCCCCOC(=O)C[N+](C)(C)CCOC1CC2CCC1(C)C2(C)C (stereo not given)	-17.4%	0.0%	-2.6%	-5.0%	3.8%
22	Cc1nc(N2CCN(c3ccccc3)CC2)nc2c1C(=O)CC(c1ccccc1)C2 (stereo not given)	-1.7%	-2.9%	5.3%	3.4%	-1.6%
23	COc1ccc(CNC(=O)c2cc3c(=O)n4cccc(C)c4nc3s2)cc1	0.0%	14.4%	.	.	.
24	O=C(COc1ccc(Br)cc1)NCc1ccccn1	-2.9%	7.5%	-19.9%	-0.6%	2.4%

entry	HEK293 tox	KB-V1 MDR tox	TDP-43 yeast inh	HT1080 IDH1KD tx
13	?	22.1%	7.4%	8.0%
14	-16.7%	0.5%	12.8%	-0.8%
15	-5.8%&-9.3%	?	6.6%&-13.9%	0.1%
16	4.8%	-5.7%	16.9%	-0.5%
17	6.4%	-29.2%	?	6.0%
18	-2.6%	-0.3%	12.1%	8.5%
19	22.2%	-14.3%	15.3%	10.6%
20	-8.5%	-13.0%	-9.8%[0.397 µM]	-0.3%
21	0.1%	13.4%	-13.3%	5.4%
22	-6.9%	?	-2.3%	14.5%
23	-4.6%	-8.0%	1.1%	.
24	44.4%[activator]	4.5%	-0.4%	4.2%[9.24 µM]

(listing goes on)
entry	Compound	KB-3-1 tox	GLP-1R inv ag	HT1080NT lethal	SW480 rerep	GLP-1R agonist
25	CCCCC12CN3CC(C)(CN(C1)C3c1ccc([N+](=O)[O-])o1)C2=O (stereo not given)	0.5%	3.3%	-5.9%	-1.1%	-2.1%
26	Nc1cc(-c2ccc(Cl)cc2)nn1S(=O)(=O)c1cccc2nsnc12	?	?	-25.6%	-7.0%	12.1%
27	CCCc1cc(=O)[nH]c(SCCCCN2C(=O)c3ccccc3C2=O)n1	-0.6%	27.4%	13.3%	-3.5%	9.4%
28	CCOC(=O)C(C)Sc1snnc1C (stereo not given)	1.0%	0.0%	13.8%	1.0%	-0.1%
29	CCCCN(C)C(=O)c1sc(=O)n(Cc2ccccc2F)c1C	3.4%	3.9%	?	.	3.2%
30	O=C(CSc1nnc(-c2ccco2)n1-c1ccccc1)NCCc1ccccc1	-23.5%	?	-1.5%	-2.3%[9.22 µM]	2.9%
31	O=C(CS(=O)CC(=O)N(c1ccccc1)C(C(=O)NC1CCCC1)c1cccs1)Nc1ccc(F)cc1 (stereo not given)	-0.2%	0.9%	-2.2%	-0.5%	0.7%
32	C=CCn1c(SCC(=O)Nc2ccccc2F)nc2ccccc2c1=O	-3.4%	5.3%	-18.4%	?	-3.5%
33	Cn1c(O)c(N=NC(=N)N)c2ccccc21	-1.0%	40.7%[activator]	-1.9%	-22.1%	-0.5%
34	CN(C(=O)c1cc2c(=O)n3ccccc3nc2n1C)C1CCCCC1	8.1%	32.1%[activator]	0.1%	12.8%	13.0%
35	C=CCC1CCC/C(=N\NS(=O)(=O)c2ccc(C)cc2)C1 (stereo not given)	0.0%	25.0%	-8.9%	37.5%	0.9%
36	CC(=O)C1=C(C)NC(=O)NC1c1ccc(OC2CCCC2)cc1 (stereo not given)	5.1%	0.0%	6.6%	-4.3%	-16.6%

entry	HEK293 tox	KB-V1 MDR tox	TDP-43 yeast inh	HT1080 IDH1KD tx
25	0.3%	1.8%	9.5%	-5.6%
26	-15.3%	?	14.1%	-25.6%
27	-6.1%	-12.0%	-7.1%[1.82 µM]	10.3%
28	5.8%	-10.0%	?	2.1%
29	-10.1%	?	0.0%	0.6%
30	5.8%	-20.9%	-2.5%	11.5%
31	13.5%	-3.1%	-7.0%	-0.7%
32	1.6%	-9.0%	-2.8%	-5.1%
33	0.0%	?	1.5%	0.0%
34	242.4%[activator]	?	27.2%	-5.3%
35	-6.4%	-24.3%	-21.3%	-2.4%
36	5.6%	?	-9.3%	-3.4%

Compound profiles (already shown).
Nc1cc(-c2ccc(Cl)cc2)nn1S(=O)(=O)c1cccc2nsnc12 in the list: KB-3-1 tox: ?; GLP-1R inv ag: ?; HT1080NT lethal: -25.6%; SW480 rerep: -7.0%; GLP-1R agonist: 12.1%; HEK293 tox: -15.3%; KB-V1 MDR tox: ?; TDP-43 yeast inh: 14.1%; HT1080 IDH1KD tx: -25.6%
CCCc1cc(=O)[nH]c(SCCCCN2C(=O)c3ccccc3C2=O)n1 in the list: KB-3-1 tox: -0.6%; GLP-1R inv ag: 27.4%; HT1080NT lethal: 13.3%; SW480 rerep: -3.5%; GLP-1R agonist: 9.4%; HEK293 tox: -6.1%; KB-V1 MDR tox: -12.0%; TDP-43 yeast inh: -7.1%[1.82 µM]; HT1080 IDH1KD tx: 10.3%

Later entries
entry	Compound	KB-3-1 tox	GLP-1R inv ag	HT1080NT lethal	SW480 rerep	GLP-1R agonist
37	CCc1nonc1NC(=O)COc1cc(C)c(Cl)c(C)c1	0.0%	-27.6%	-0.9%	-0.6%	-6.3%
38	O=C(NC1CCN(Cc2ccccc2)CC1)c1cccc(S(=O)(=O)Nc2ccc(F)cc2)c1	?	7.08µM*	-12.8%	-6.1%	-0.4%
39	CN1CCN(CCCCC(=O)c2ccccc2)CC1	-0.4%	-8.9%	2.1%	-3.0%	5.4%
40	CCCCN(C(=O)C1=COCCO1)c1c(N)n(CCC)c(=O)[nH]c1=O	-10.8%	6.8%	12.3%	-4.0%	-5.0%
41	Cc1c(NC(=O)CCCN2C(=O)c3cccc4cccc(c34)C2=O)c(=O)n(-c2ccccc2)n1C	1.6%	4.6%	2.2%	?	9.2%
42	C=CCn1c(N)c(C(=O)Nc2ccccc2)c2nc3ccccc3nc21	?	3.8%	2.4%	22.5%[9.22 µM]	5.6%
43	Cc1ccc(Cn2c(=O)n(CCc3ccccc3)c(=O)c3c(C)c(C)sc32)cc1	-13.4%	4.7%	.	.	.
44	CCN(CC)C(=O)CN1CCN(c2ccccc2F)CC1	-5.3%	-9.4%	12.6%	3.2%	-1.0%

entry	HEK293 tox	KB-V1 MDR tox	TDP-43 yeast inh	HT1080 IDH1KD tx
37	-10.8%	6.5%	-1.1%	2.6%
38	11.2µM*	5.8%	4.4%	-19.2%
39	13.8%	-14.6%	19.4%	7.3%
40	6.9%	6.0%	14.0%	3.2%
41	-17.3%	-9.5%	-13.7%	8.2%
42	172.9%[activator]	0.0%	16.0%	-13.2%
43	1.1%	4.1%	4.9%	.
44	1.4%	16.8%	-25.9%	1.9%[9.24 µM]

Screening results as filed in PubChem BioAssay.
